Bioassay records: PubChem BioAssay, several laboratories
CCHFV vOTU inh: CCHFV vOTU protease inhibitors, primary screen, biochemical, Pep-AMC substrate, fluorescence; 370,000 compounds, 0.55% hits; inhibition, % at 11.5 µM; also: 0% = vehicle wells with enzyme and 100% = no enzyme wells
BoNT-F LC inh: BoNT/F light chain protease inhibitors, primary screen, biochemical, flow cytometry, MLPCN library; AID 588497, 2011; 360,000 compounds, 0.22% hits; Botulinum neurotoxin type F light chain protease (Clostridium botulinum); inhibition, % at 10 µM; Multiplex microsphere protease cleavage assay; in the data active = inhibition above about 35%, passing the limit was not always enough; inconclusive = no clear call, values can overlap the other calls; also: plate controls were buffer without enzyme for full effect and enzyme alone for no effect
FadD28 FP inh: inhibitors of FadD28 bisubstrate probe binding, primary screen, biochemical, fluorescence polarization, single point; Mycobacterium tuberculosis FadD28 fatty-acid-AMP ligase; inhibition, % at 12.5 µM; 360,000 compounds, 0.22% hits; AID 588549, 2011; in the data active = inhibition above about 8.5%, passing the limit was not always enough; inconclusive = no clear call, values can overlap the other calls
Mtb UGM inh: M. tuberculosis UGM enzyme inhibitors, primary screen, biochemical, fluorescence polarization, single point | UDP-galactopyranose mutase (Mycobacterium tuberculosis (strain ATCC 25618 / H37Rv)), … | purified UGM, fluorescence polarization probe displacement | inhibition, % at 10 µM | 320,000 compounds, 0.06% hits | AID 504406, 2011; in the data active = inhibition above about 10%, passing the limit was not always enough; inconclusive = no clear call, values can overlap the other calls
Target sequence (P9WIQ1 whole entry, looked up): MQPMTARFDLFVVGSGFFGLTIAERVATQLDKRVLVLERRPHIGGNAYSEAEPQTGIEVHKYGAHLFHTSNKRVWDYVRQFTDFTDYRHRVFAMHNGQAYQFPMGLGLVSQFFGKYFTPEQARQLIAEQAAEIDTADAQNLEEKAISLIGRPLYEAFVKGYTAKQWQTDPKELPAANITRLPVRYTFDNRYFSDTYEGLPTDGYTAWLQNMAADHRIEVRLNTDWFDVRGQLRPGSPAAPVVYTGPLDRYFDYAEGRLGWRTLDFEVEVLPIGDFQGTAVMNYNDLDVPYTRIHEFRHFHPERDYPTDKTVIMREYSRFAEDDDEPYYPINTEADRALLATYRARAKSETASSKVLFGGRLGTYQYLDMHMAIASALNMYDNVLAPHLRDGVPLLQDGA
PrPC surface inh: inhibitors of human cell surface prion protein PrPC, primary screen, cell-based, TR-FRET | Major prion protein (Homo sapiens), P04156 | TR-FRET read-out | inhibition, % at 13.8 µM | 370,000 compounds, 0.43% hits; in the data active = inhibition above about 24%; also: 0% = median of the test wells and 100% = reference compound wells
BoNT A protease: BoNT/A light chain protease inhibitors, primary screen, biochemical, flow cytometry, MLPCN library; multiplex microsphere protease substrate cleavage; AID 588499, 2011; inhibition, % at 10 µM; 360,000 compounds, 0.17% hits; Botulinum neurotoxin type A light chain protease (Clostridium botulinum A str. ATCC 3502); in the data active = inhibition above about 30%; inconclusive = no clear call, values can overlap the other calls; also: plate controls were buffer without enzyme for full effect and enzyme alone for no effect
FBA Mtb inh: Mtb FBA enzyme inhibitors, primary screen, biochemical, fluorescence, strain H37Rv. Fructose-bisphosphate aldolase (Mycobacterium tuberculosis (strain ATCC 25618 / H37Rv)), …. purified M. tuberculosis FBA, fluorescence read-out. inhibition, % at 1 µM. 360,000 compounds, 2.3% hits. AID 588726, 2011; in the data active = inhibition above about 27%;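 also: 0% = vehicle and 100% = reference inhibitor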
Target sequence (P9WQA3 whole entry, looked up): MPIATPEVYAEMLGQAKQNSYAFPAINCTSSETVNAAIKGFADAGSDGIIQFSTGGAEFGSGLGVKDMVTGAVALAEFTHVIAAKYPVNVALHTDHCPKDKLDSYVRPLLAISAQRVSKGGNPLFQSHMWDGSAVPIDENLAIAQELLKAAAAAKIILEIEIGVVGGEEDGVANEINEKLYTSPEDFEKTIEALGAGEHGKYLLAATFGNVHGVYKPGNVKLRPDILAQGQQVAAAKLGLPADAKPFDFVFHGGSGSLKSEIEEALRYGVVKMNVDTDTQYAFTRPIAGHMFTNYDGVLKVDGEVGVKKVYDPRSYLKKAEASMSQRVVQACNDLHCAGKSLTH
GDH-TPI inh: GDH-TPI coupling enzyme inhibitors, primary screen, artefact control for M. tuberculosis FBA inhibitor project, biochemical, absorbance, full deck; GDH-TPI coupled enzyme counterscreen, NADH absorbance; inhibition, % at 4.8 µM; 360,000 compounds, 1.2% hits; AID 588335, 2011;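 also: 0% = DMSO wells and 100% = wells lacking the enzyme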
Mtb BioA inh: M. tuberculosis BioA enzyme inhibitors, primary screen, biochemical, plate reader, single point, HTS; 7,8-diaminopelargonic acid synthase BioA (Mycobacterium tuberculosis); purified M. tuberculosis BioA enzyme; AID 602481, 2012; inhibition, % at 9.99 µM; 360,000 compounds, 0.096% hits; in the data active = inhibition above about 40%; inconclusive = no clear call, values can overlap the other calls
Starred values were filed as active, the others as inactive; ? = inconclusive; . = no result given. Rule as the data show it, unless noted: active = inhibition above about 30%; inactive = the rest.

SMILES	CCHFV vOTU inh	BoNT-F LC inh	FadD28 FP inh	Mtb UGM inh	PrPC surface inh	BoNT A protease	FBA Mtb inh	GDH-TPI inh	Mtb BioA inh
CCOC(=O)[C@H]1[C@H]2COc3ccc(Cl)cc3[C@@H]2N2C(=O)[C@@H](C)NC(=O)[C@@]12C	-2.7	2.6	-2.7	0.6	2.7	0.3	0.1	-3.5	0.4
Cc1ccc(C(=O)C=CC=Cc2ccccc2)cc1	4.7	-4.6	-2.7	.	-0.2	0.9	1.7	25.7	-1.9
CN1C(=O)N(C)C(=O)C(NS(=O)(=O)c2ccc(N)cc2)(c2ccccc2)C1=O	-16.4	-1.7	-1.2	.	-2.8	-0.3	2.9	5.2	.
NC(=O)C1CCN(C(=O)CSCc2ccccc2Cl)CC1	3.0	-5.3	-3.7	-3.0	6.0	0.0	-2.1	-2.5	0.2
Cc1cc(NC(=O)c2ccoc2C)ccc1Br	8.9	-11.8	-4.8	0.6	-1.7	-3.4	0.5	4.2	.
CC(=O)Nc1ccc(C(=O)Nc2nc(-c3cc(C)n(Cc4ccccc4)c3C)cs2)cc1	13.3	-14.1	-1.7	0.1	6.8	2.8	-0.6	20.2	1.0
C[C@@H]1CC[C@]2(O[C@H](CCO)C[C@H](O)[C@H]2O)O1	3.1	-5.3	-1.6	-0.2	4.4	0.5	-1.7	4.3	-2.4
Cc1ccccc1OCc1nnc(SC(C)C(=O)O)n1-c1ccccc1 (configuration not stated)	-2.5	-11.7	-2.6	.	2.0	-0.3	-1.5	5.3	3.1
CC(NS(=O)(=O)c1ccc(Br)cc1)C(=O)Nc1nc2ccccc2[nH]1 (configuration not stated)	-19.8	-7.1	-1.1	-0.5	8.1	0.4	1.1	-10.0	0.1
CCOC(=O)CCCNC(=O)CSc1nc2ccc(OCC)cc2[nH]1	-10.6	4.0	-3.0	-0.4	-1.5	-0.9	1.6	1.2	.
CC(C)C(=O)Nc1ccccc1Cc1ccccc1	-14.4	-0.3	-2.6	3.4	2.7	0.2	0.6	2.5	-3.2
CCNS(=O)(=O)c1ccc(NC(=O)c2ccc(Cn3cc([N+](=O)[O-])cn3)o2)cc1	-1.8	-1.3	-1.1	0.0	10.6	-0.2	-1.2	3.5	.
CCn1c(COc2ccccc2C)nnc1SCC(=O)CC(=O)Nc1ccccc1OC	9.5	3.4	-0.8	-1.0	3.2	-0.5	1.8	5.3	-1.9
O=C(c1ccco1)c1cn(CC(=O)N2CCCc3ccccc32)c2ccccc12	3.1	2.3	-3.1	-0.8	-4.9	0.0	2.0	18.9	.
COc1ccc2[nH]cc(CCNS(=O)(=O)Cc3ccccc3)c2c1	-10.6	7.2	0.0	1.3	5.5	0.4	-3.5	0.0	2.1
CCC1(CC)NC(=O)N(CC(=O)OCC(=O)Nc2ccccc2[N+](=O)[O-])C1=O	4.5	-4.4	-2.6	-0.6	-14.9	-0.2	-2.1	3.8	.
O=C(COC(=O)c1ccccc1OCC(=O)Nc1ccc(Br)cc1)Nc1ccccc1	-4.1	-2.5	-1.5	1.0	-1.6	0.2	-2.4	4.2	.
Cc1c(Br)c(=O)oc2cc(OCC(=O)N3C[C@H]4C[C@@H](C3)c3cccc(=O)n3C4)ccc12	-19.9	-17.5	-0.5	1.5	37.8*	-0.4	39.6*	21.6	6.8
C=Cc1ccc(C(=O)NC2CCCN(Cc3ccccc3F)C2)cc1 (configuration not stated)	-3.0	13.1	-2.1	-2.9	-5.5	-0.5	0.8	4.3	-1.9
Cc1ccc(S(=O)(=O)CCc2nnc(NC(=O)C3CCCCC3)s2)cc1	13.8	-2.2	-1.3	1.3	-1.4	-0.5	0.1	-2.4	-0.3

Next part, overlapping the part above by 2 compounds.
SMILES	CCHFV vOTU inh	BoNT-F LC inh	FadD28 FP inh	Mtb UGM inh	PrPC surface inh	BoNT A protease	FBA Mtb inh	GDH-TPI inh	Mtb BioA inh
C=Cc1ccc(C(=O)NC2CCCN(Cc3ccccc3F)C2)cc1 (configuration not stated)	-3.0	13.1	-2.1	-2.9	-5.5	-0.5	0.8	4.3	-1.9
Cc1ccc(S(=O)(=O)CCc2nnc(NC(=O)C3CCCCC3)s2)cc1	13.8	-2.2	-1.3	1.3	-1.4	-0.5	0.1	-2.4	-0.3
CCOC(=O)N1CCC(N(CCN(C)C)C(=S)Nc2cc(C)ccc2C)CC1	-13.7	-2.2	-3.1	0.7	-4.4	0.4	-3.2	0.0	-0.7
Cc1sc2nc(SCC(=O)N(C)C)[nH]c(=O)c2c1C	4.8	-9.2	-3.8	1.5	0.4	-0.6	-0.3	-4.2	0.7
COc1ccc(NP(=O)(Nc2ccc(OC)cc2)Oc2ccccc2)cc1	-8.4	-3.9	-2.1	-1.1	-6.1	-2.4	-0.8	9.7	-4.3
Cc1cc(=O)oc2cc(NC(=O)c3c(Cl)cnn3C)ccc12	-5.8	4.1	-2.5	-3.4	5.6	1.5	8.5	25.9	0.0
COC(=O)CNc1nc(C2CC2)nc2c1nnn2Cc1ccccc1Cl	4.0	12.0	-2.1	-0.4	-3.9	2.4	-0.1	5.4	-0.2
CC(NC(=S)Nc1ccc(OC(F)F)c(Cl)c1)C(C)(C)C (configuration not stated)	5.7	-5.4	-2.9	-3.4	2.4	-0.1	1.7	1.0	1.0
CCOC(=O)c1oc2cccc(O)c2c1CN1CCOCC1	14.3	3.3	-1.4	3.6	-0.7	-0.2	-2.2	-5.8	-0.8
CCOc1ccccc1C(=O)N[C@H](C(=O)Nc1nc2c(s1)CCCC2)C(C)C	15.2	5.6	-6.7	-0.9	-7.1	-1.1	-5.1	-1.9	.
COc1cccc(OCCSc2nc(N)cc(N)n2)c1	.	2.5	-4.1	2.7	.	0.3	2.6	-1.7	2.8
O=C(NCCCN1CCOCC1)C1CCN(S(=O)(=O)c2ccccc2)CC1	-4.6	8.5	-2.8	-1.4	1.7	2.7	-1.9	7.7	-1.9
Cc1ccc(Nc2c(-c3ccc(N(C)C)cc3)nc3ncccn23)cc1	-10.6	-0.2	-1.7	1.6	6.4	-0.6	4.3	10.1	-0.3
CC1(c2ccccc2)NC(=O)N(CC(=O)Nc2cc(S(=O)(=O)N3CCOCC3)ccc2Cl)C1=O (configuration not stated)	-1.4	0.8	-4.9	-0.7	1.6	0.6	1.4	-10.5	.
Cc1cccc(C)c1NC(=O)c1ccc2sc([C@@H]3O[C@H](CO)[C@H](O)[C@H](O)[C@H]3O)nc2c1	-3.6	-16.1	-0.5	.	3.0	-2.2	-0.8	5.8	-1.7
CCOC(=O)CC1=C(C(=O)OCC)C2(C(=O)Nc3ccccc32)C(C#N)=C(N)O1 (configuration not stated)	26.5	1.4	-2.3	-3.6	-2.4	-1.3	-4.9	-8.3	-2.3
CC(C)(C)n1nnnc1C(c1cccs1)N(Cc1cccnc1)CC1CCCO1 (configuration not stated)	-3.0	-11.1	0.0	2.9	-2.3	-0.5	0.8	-6.9	2.2
O=C(CCCC(=O)N(c1ccc2c(c1)OCCO2)C(C(=O)NC1CCCCC1)c1ccc(F)cc1)Nc1ccccn1 (configuration not stated)	-8.3	-0.8	-2.3	2.1	-0.3	0.1	1.7	12.7	-1.7
c1ccc(-c2cc(-c3ccccc3)on2)cc1	8.0	-1.8	?	0.1	-2.6	-1.0	-2.6	9.9	-2.7
COC(=O)C1=C(c2cccc(OCc3ccccc3)c2)C[C@@H]2CC[C@H]1N2C(=O)NCCOc1ccccc1	1.6	0.2	-1.5	-2.3	6.2	0.3	1.7	11.8	-0.8
OC[C@@H]1CN(Cc2ccc3c(c2)OCO3)C[C@H](n2cnc3c(NC4CC4)ncnc32)O1	-11.2	2.8	-4.6	.	4.9	-0.3	-1.8	-8.4	-0.5
O=C(c1ccc(Cl)c(S(=O)(=O)N2CCOCC2)c1)N1CCCCCC1	4.4	-0.1	-1.3	-2.5	6.7	2.4	-4.0	8.2	.

Entries listed so far that have a thiophene ring, fused or not, in the order listed:
SMILES	CCHFV vOTU inh	BoNT-F LC inh	FadD28 FP inh	Mtb UGM inh	PrPC surface inh	BoNT A protease	FBA Mtb inh	GDH-TPI inh	Mtb BioA inh
Cc1sc2nc(SCC(=O)N(C)C)[nH]c(=O)c2c1C	4.8	-9.2	-3.8	1.5	0.4	-0.6	-0.3	-4.2	0.7
CC(C)(C)n1nnnc1C(c1cccs1)N(Cc1cccnc1)CC1CCCO1 (configuration not stated)	-3.0	-11.1	0.0	2.9	-2.3	-0.5	0.8	-6.9	2.2

(continued)
SMILES	CCHFV vOTU inh	BoNT-F LC inh	FadD28 FP inh	Mtb UGM inh	PrPC surface inh	BoNT A protease	FBA Mtb inh	GDH-TPI inh	Mtb BioA inh
CCN(CC)CCNC(=O)c1ccc(NC(=O)Cc2ccccc2F)cc1	-1.9	-2.4	-0.4	-0.3	2.6	-0.8	-0.2	-0.7	0.0
Cc1c(C(=O)NCc2ccc3c(c2)OCO3)sc(=O)n1Cc1ccc(S(=O)(=O)N(C)C)cc1	0.8	-7.7	-3.8	.	3.4	-1.3	5.1	5.3	0.8
CC(NC(=O)C1CCC(C(=O)NC(C)c2ccccc2)CC1)c1ccccc1 (configuration not stated)	4.1	2.3	-1.2	-2.5	3.3	-1.1	1.1	6.5	-3.1
C#CCO[C@@H]1C[C@H](n2cnc3c(NC(=O)c4ccccc4)ncnc32)O[C@@H]1CO	-0.5	-4.8	-3.8	-1.8	5.9	-0.6	-0.3	-0.4	7.0
COc1ccccc1-c1nnc(NC(=O)c2ccc(S(=O)(=O)N3CCOCC3)cc2)o1	3.8	-1.1	-1.7	0.8	3.5	-0.5	-0.7	7.2	0.6
CC(C)OC(=O)CC(=O)CSc1nc2c(cc1C#N)CCCCCC2	-10.2	-7.4	0.4	-0.2	-6.6	1.3	17.1	17.2	8.4
CC1=C(c2ccccc2)SC2=NCCN21	13.1	-10.0	-1.5	-2.4	-5.5	0.6	0.3	-2.0	-1.4
COc1cc2c3nnc(-c4ccc(F)cc4)c-3cn(Cc3ccccc3)c2cc1OC	-50.4	-4.3	0.4	8.6	17.6	3.2	21.0	-0.5	-4.8
O=C(NCCCc1ccccc1)c1ccc(CS(=O)Cc2ccc(Cl)cc2)o1 (configuration not stated)	-33.8	1.8	-3.0	2.1	11.1	0.9	-1.4	-0.4	4.0
Cn1c(=O)c2c(nc(CN3CCN(CCO)CC3)n2Cc2cccc3ccccc23)n(C)c1=O	2.0	3.7	-1.1	3.9	-2.4	-0.2	-2.6	-0.5	-1.4
CN(C)CCCN(C(=O)c1ccc(Cl)s1)c1nc2cc3c(cc2s1)OCO3	16.3	1.8	-2.7	-1.4	-10.1	-0.1	0.8	16.7	0.8
COc1ccc(OCC(=O)NNC(=O)Cc2coc3cc(OC)ccc23)cc1	-6.8	5.6	-0.9	-0.7	-10.4	0.1	2.9	7.8	0.0
O=C1c2ccccc2C(=O)N1CCCCc1cn(C[C@H]2CC[C@H](Cn3cc(CCCCN4C(=O)c5ccccc5C4=O)nn3)O2)nn1	-2.0	3.4	-2.7	.	1.9	-0.5	-1.4	3.1	0.7
COc1ccccc1N1CCN(c2cc(=O)n(-c3ccccc3Cl)c(=O)[nH]2)CC1	-10.7	-7.4	-3.6	1.5	-9.8	-5.1	-1.6	-8.1	-0.2
Cc1nc(N2CCC(C(N)=O)CC2)c2nnn(Cc3ccccc3)c2n1	-11.9	-1.6	-2.3	1.5	9.9	-2.5	2.9	-5.6	-1.1
COc1ccccc1-c1nn(Cc2ccccc2)cc1C(=O)N1CCN(c2ncccn2)CC1	-1.0	-5.3	-3.1	2.4	-1.9	-1.2	-1.8	-2.9	0.0
